High-throughput results from PubChem.
TSG101-PTAP inh = blocks PTAP/TSG101 interaction to inhibit HIV-1 budding; 340,000 tested, under 10 active; Q99816; Fluorescence polarization, FITC-PTAP peptide / Tsg101 binding; Potency, µM (titrated, usually from 115 µM), for inactives: at the top dose activity change, negative = inhibition, usual class: inhibitors; active = well fitted inhibition curve with a large enough effect in the main read-out, with a control signal flat, not every such curve was filed as active; inconclusive = small, poorly fitted or top-dose-only effect, or effect the other way, or a change in a side signal; inactive = no such curve, though single readings can be large or run the other way; note: potency is the fitted concentration of half-maximal effect; % of control where 0% means no effect
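Steps: Tsg101 binding domain dispensed (10 uM final), compounds pinned in DMSO, FITC-labeled PTAP-motif peptide added (50 nM final); after 20 min binding at room temperature, polarization measured.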
BRCA1 expr act = activators of BRCA1 expression; hit rate 1.1% among 380,000; Potency, µM (series often up to 46.1 µM), for inactives: top-dose activation, hits mostly activators; MCF7-BRCA1-FFLuc reporter, luminescence, 48 h; response scale: scaled: vehicle 0%, 10 µM genistein 100%; note: potency is the fitted concentration of half-maximal effect; nearly all actives have a fitted effect of over 80% in size; some results filed as inactive show a strong effect at the top dose
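First, MCF7-BRCA1-FFLuc cells (2000/well) attach for 2 h; next, compounds are pin-added and incubated 48 h at 37 °C; finally, luciferase reagent is added and luminescence read after 15 min.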
a7 integrin act = activators of alpha7 integrin expression for muscular dystrophy. Potency, µM (doses to about 38.3 µM), inactives show at the top dose activation, hits mostly activators. hit rate 0.064% among 350,000. AID 624291. alpha7betagal myoblasts, beta-gal FDG fluorescence, 48 h;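 note: potency is the fitted concentration of half-maximal effect; 100% = response of the positive control SU9516; nearly all actives have a fitted effect of over 60% in size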
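alpha7betagal+/- myoblasts (passage 13, 250/well) treated 48 h at 37C with compounds at 1:260 dilution of DMSO stock. Lysed, then beta-galactosidase activity read as FDG fluorescence (ex 480/em 540) after 30 min, with pre-read for autofluorescence.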
CXXC DNA block = blocks binding of human MLL CXXC domain to DNA | Q03164 | MLL-CXXC / FITC-HOXA9 DNA fluorescence polarization | Potency, µM (top dose mostly 115 µM), inactives show top-dose activity change, negative = inhibition, hits mostly inhibitors | hit rate 0.037% among 290,000 | AID 2662; active = well fitted inhibition curve with a large enough effect in the polarisation, with a control signal flat, not every such curve was filed as active; inconclusive = small, poorly fitted or top-dose-only effect, or effect the other way, or a change in a side signal; inactive = no such curve, though single readings can be large or run the other way; the % refers to the polarisation; note: potency is the fitted concentration of half-maximal effect
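Purified MLL-CXXC (added from a 7 uM solution) was preincubated 5 min at ambient with pinned compounds in 50 mM Tris-HCl pH 7.5, 50 mM NaCl, 1 mM DTT, 0.05% BSA. Fluorescein-labeled HOX-A9 DNA (50 nM solution) followed, 30 min, then polarization read.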
p53 reactivation = restores transcriptional activity of mutant p53 | H1299 p53-A138V BP100-luciferase reporter, luminescence, 24 h | Potency, µM (series often up to 92.2 µM), for the others: top-dose activity change, positive = activation, usual class: activators | hit rate 0.063% among 320,000; note: potency is the fitted concentration of half-maximal effect; % of control where 0% means no effect; nearly all actives have a fitted effect of over 45% in size
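p53-null H1299 cells stably carrying temperature-sensitive p53-A138V and a BP100-luciferase reporter were pinned with compounds (4-point, 1:5 series) and held 24 hrs at 37 deg C. Luminescence was read 10 min after detection reagent.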
ELG1 DNA repair = ELG1-dependent DNA repair inhibition; hit rate 2.3% among 330,000; AID 504467; Potency, µM (series often up to 46.1 µM), without a hit: at the top dose activity change, negative = inhibition, hits mostly inhibitors; HEK293T ELG1-luciferase reporter, luminescence, 16 h; DNA damage induced by 5-fluorouridine; note: potency is the fitted concentration of half-maximal effect; % is set by controls: 0 for no effect and ±100 for the full control effect; nearly all actives have a fitted effect of over 55% in size
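HEK293T cells expressing luciferase-tagged ELG1 (2,000/well) received 5-Fluorouridine plus compound or DMSO for 16 hr at 37 °C. Luciferase was read by ONE-Glo luminescence after 30 min at room temperature.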
TRPV1 agonist = human TRPV1 agonism; Q8NER1; TRPV1-expressing cells, Fluo-8 calcium influx, agonist mode; hit rate 0.19% among 320,000; activation, % at 8.33 µM; in the data active = activation above about 80%; inconclusive = between about 30% and that limit; note: 0% is about no effect
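Cells expressing TRPV1 were dye-loaded with Fluo-8 and read kinetically: 10 s baseline, 3 min after compound (agonist portion), then 2 min after EC20 capsaicin (allosteric enhancer portion). Calcium-bound dye fluorescence at 480/520 nm.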
B2AR arrestin = recruits beta-arrestin to the human beta2-adrenergic receptor. Potency, µM (series often up to 46.1 µM), for inactives: at the top dose activation, hits mostly activators. hit rate 0.02% among 330,000. beta-arrestin recruitment to beta2AR, cell-based reporter;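 note: potency is the fitted concentration of half-maximal effect; 0% = DMSO controls and full agonism = EC100 isoproterenol or metaproterenol; nearly all actives have a fitted effect of over 65% in size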
TCR act = activates T cell receptor signaling; 330,000 tested, under 10 active; primary human leukocytes, anti-CD3, IL-2 HTRF, 48 h; Potency, µM (series often up to 9.22 µM), inactives show at the top dose activation of IL-2 secretion, actives largely listed as activators; AID 504894; note: % of control where 0% means no effect
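Primary human leukocytes were stimulated with a-CD3 beads plus compounds for 48 hr without co-stimulation; secreted IL-2 was quantified by HTRF using a-IL-2-K (europium cryptate) and a-IL-2-d2, excited at 320nm with acceptor emission read at 665nm.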
AT treatment = potential ataxia-telangiectasia treatments restoring KAP-1 phosphorylation | […] A-T fibroblasts, KAP-1 phosphorylation AlphaLISA; neocarzinostatin DNA damage 30 min before lysis | hit rate 0.19% among 320,000 | Potency, µM (doses to about 57.5 µM), inactives show top-dose activation, most hits filed as activators; note: potency is the fitted concentration of half-maximal effect; % of control where 0% means no effect; nearly all actives have a fitted effect of over 45% in size
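hTERT-immortalized A-T patient fibroblasts ([…]), 500 cells/well in OPTI-MEM, 1% FBS, got compounds for 60 min, then NCS for 30 min at 37C. Lysates were then assayed for phospho-KAP-1 by AlphaLISA (anti-pKAP1 donor, anti-KAP1 acceptor beads), 6 hr at 25C.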
* hit, by the source's call; ? = inconclusive; nt = no result given; & = joins results of further samples; [ ] = another dose, or the depositor's remark. Unless noted, calls come from the whole dose curve; as a rule, active = well fitted curve in the direction sought with a large enough effect; inconclusive = small, poorly fitted or top-dose-only effect, or another doubt; inactive = no such curve, though single readings can be large; an effect the other way counts as inactive or inconclusive.

SMILES	TSG101-PTAP inh	BRCA1 expr act	a7 integrin act	CXXC DNA block	p53 reactivation	ELG1 DNA repair	TRPV1 agonist	B2AR arrestin	TCR act	AT treatment
COc1cc(/C(O)=C(\C#N)c2nc3ccccc3[nH]2)cc(OC)c1OC	-1%	-11%	15%	-16%	nt	-6%	5	-1.2%	0%	-10%
c1ccc2c(c1)nc(-c1ccncc1)n1nnnc21	1%	38%	12%	11%	-5%	-20%	0	3.1%	-8%[46.1 µM]	8%
Cc1cc(NCc2ccco2)nc(N2CCC(C(=O)NC3CCCCC3)CC2)n1	-2%	-38%	-23%	-5%	-3%	7%	-2	-0.4%	1%	-1%[11.5 µM]
COc1cccc(C=NNC(=O)C(C)SC(C)C(=O)NN=Cc2cccc(OC)c2)c1 (centres undefined)	-2%	-24%	-15%	nt	nt	nt	nt	nt	-4%	nt
CN(C(=O)CO/N=C/c1ccc(Cl)cc1)c1ccccc1	-5%	-2%	-4%	1%	-2%	-3%	11	0.2%	-5%	2%
CN1CCCCCC1=NC1=C(C#N)CCCC1	-1%	-15%	8%	-3%	7%	-2%	-1	0.1%	4%	-1%
O=C(OCC(=O)N1CCN(c2ccccc2)CC1)c1ccccc1OC(F)F	-1%	1%	-5%	nt	3%	3%	1	0.2%	4%	2%
COC(=O)C1=C(C)NC(C)=C(C(=O)OC)C1c1ccc(OC(=O)c2oc3ccccc3c2C)c(OC)c1	-1%	-32%	-26%	6%	7%	-1%	2	-0.3%	1%[46.1 µM]	2%
O=[N+]([O-])c1ccc(S(=O)(=O)NCCS(=O)(=O)N2CCN(c3ccccc3)CC2)cc1	0%	-1%	12%	6%	-2%	?	3	-0.6%	-4%	9%
Cc1ccc(C(=O)Nc2ccc3c(c2)OCO3)cc1	-7%	-39%	-2%	-7%	6%	?	?	-1.0%	5%	3%
CCOC(=O)NC(Nc1sc2c(c1C(=O)OC)CCN(C)C2)(C(F)(F)F)C(F)(F)F	-7%	-2%	-6%	-3%	1%	4%	-3	0.1%	2%	7%
COC(=O)N(NC(=O)C(O)(C(C)C)C(C)C)c1ccccc1	-2%	-4%	12%	11%	-1%	?	4	-1.0%	2%	-7%
O=C(O)CN1C(=O)/C(=C\c2ccc(OC(=O)c3ccco3)cc2)SC1=S	-3%	4%	-3%	?	0%	-1%	-3	-0.2%	0%	0%
CCN1C(=S)N[C@@H](c2cccs2)C(C(=O)OC)=C1C	-4%	8%	1%	-3%&-2%	6%	2%	-6&-3	0.0%&-0.9%	-2%	13%&5%
COCCn1c(-c2ccc(Br)cc2)nc2oc3cc(OC)ccc3c(=O)c2c1=O	-5%	25%	-16%	11%	1%	-14%	6	-0.1%	-2%	-5%
CCCOC(=O)C1=C(C)NC2=C(C(=O)CCC2)C1c1cccc(OC)c1OC (centres undefined)	-3%	-22%	9%	20%	-2%	-1%	3	-0.2%	-5%	15%
O=C(NCc1ccc(Cl)cc1)c1noc2c1CCCCC2	nt	?	0%	1%	?	25%	?	-0.2%	nt	9%
COc1cccc(C2Nc3ccccc3NC3=C2C(=O)CC(C)(C)C3)c1 (centres undefined)	-2%	-2%	-21%	1%	2%	9%	3	-0.4%	-2%	0%
Cc1ccc(Nc2nnc(SCC(=O)NCCN3C(=O)CSC3=O)s2)cc1C	-3%	29%	-3%	-8%	?	?	0	-0.5%	1%[46.1 µM]	-5%
Fc1ccc2c(c1)C(c1ccncc1)=NNC(c1ccccc1)=N2	-1%	-21%	-19%	-6%	22%	13%	2	2.9%	1%[46.1 µM]	0%
CCc1nnc(NC(=O)CCN2C(=O)C3CCCCC3C2=O)s1 (centres undefined)	-2%	2%	41%	13%	16%	?	1	-0.3%	-1%	-3%
COc1ccc(NC(=O)CCSc2nnc(C)s2)cc1	-3%	10%	?	5%	nt	nt	1	nt	-2%	nt
O=C(CNc1ccc(Br)cc1)c1ccc(Br)s1	-6%	86%	-9%	-10%	?	?	18	-0.8%	-1%	-4%
CCc1ccc(NC(=O)CSc2nc3ccsc3c(=O)n2CCCCCC(=O)O)cc1	-2%	0%	-333%[inhibitor]	-2%	-2%	16%	3	0.1%	1%	3%
NC(=O)NC(=O)CC1S/C(=N/N=C2/NC(=O)CS2)NC1=O (centres undefined)	-3%	0%	4%	16%	1%	-7%	-1	-0.1%	4%	1%

Results in a7 integrin act, for some of the entries so far:
Compound	a7 integrin act
O=C(CNc1ccc(Br)cc1)c1ccc(Br)s1	-9%
CCc1ccc(NC(=O)CSc2nc3ccsc3c(=O)n2CCCCCC(=O)O)cc1	-333%[inhibitor]

Further entries
SMILES	TSG101-PTAP inh	BRCA1 expr act	a7 integrin act	CXXC DNA block	p53 reactivation	ELG1 DNA repair	TRPV1 agonist	B2AR arrestin	TCR act	AT treatment
Cn1c(SCc2cccc(C#N)c2)nc2ccccc2c1=O	-5%	-31%	10%	-1%	-5%	?	3	0.3%	2%	9%
O=c1cc(N2CCc3ccccc32)[nH]c(=O)n1-c1ccccc1	-4%	-25%	6%	-1%	2%	6%	-6	-0.7%	?	13%
O=[N+]([O-])c1cc(NS(=O)(=O)c2ccc(Cl)nc2)ccc1Cl	4%	-42%	8%	nt	4%	-17%	-1	0.0%	-4%	-1%
O=C(O)c1c[nH]c2ccc(F)cc2c1=O	-4%	0%	1%	24%	-1%	7%	?	-0.2%	0%	7%
CC(=O)N1c2ccccc2NC2=C(C(=O)CCC2)C1c1ccc(F)cc1 (centres undefined)	-2%	-37%	26%	3%	18%	19%	1	0.1%	-2%	2%
CC(C(=O)NCC1CCCO1)n1cc([N+](=O)[O-])cn1 (centres undefined)	-3%	19%	17%	1%	2%	8%	-2	-0.1%	-5%	-3%
CCCCn1c(CCn2nc(C)c(Br)c2C)n[nH]c1=S	-5%	6%	-11%	0%	4%	1%	1	-0.4%	4%	-2%
C/C(=N\NC(=O)c1cccnc1)c1ccc(-n2ccnc2)cc1	-7%	15%	7%	-8%	3%	0%	1	-0.3%	5%	3%
NC(=O)NC(=O)COC(=O)c1ccccc1OCc1ccc(F)cc1	1%	3%	0%	1%	1%	16%	-3	0.0%	-2%	1%
O=C(Cc1ccc([N+](=O)[O-])cc1)N1N=C(c2ccncc2)CC1(O)C(F)(F)F (centres undefined)	-6%	-3%	0%	4%	3%	0%	-3	0.1%	-8%	10%
O=S(=O)(c1ccccc1)c1nc(-c2cccs2)oc1NCc1cccnc1	-2%	18%	12%	nt	-18%	?	11	-0.8%	3%	2%
O=C(NC(=S)NC1CCCCC1)c1ccc(Cl)cc1	-2%	?	-17%	21%	16%	4%	-5	0.3%	-31%	-7%
O=C(c1ccc(S(=O)(=O)N2CCOCC2)cc1)N1CCOCC1	-1%	-8%	-18%	-10%	-1%	-14%	0	-0.6%	nt	7%[11.5 µM]
COc1cc(C)ccc1OCCOCCOc1ccccc1Br	-1%	21%	-18%	10%	1%	-3%	3	-0.2%	-5%	11%
CCC(C)c1c(NS(=O)(=O)c2ccc(C)cc2)o[nH]c1=O (centres undefined)	1%	-5%	3%	nt	nt	nt	nt	nt	5%	nt
Cc1csc(=O)n1CCC(=O)OCC(=O)NNC(=O)c1ccc(Br)cc1	0%	-17%	5%	nt	4%	15%	3	-0.2%	-3%	1%
c1cncc(-c2nnc(-c3cccs3)o2)c1	-2%	14µM*	7%	2%	8%	?	1	0.0%	-71%	7%
Cc1ccc(Nc2nc(N3CCOCC3)c3ccccc3n2)cc1	1%	-6%	13%	7%	2%	?	?	-0.2%	1%	9%
CC1CCN(c2nnc(N3CCC(C)CC3)c3ccccc23)CC1	1%	2%	-4%	32%[activator]	2%	10%	17	-0.4%	-5%	-2%
O=C(CN1C(=O)C2C3C=CC(C3)C2C1=O)N1CC=C(c2ccccc2)CC1 (centres undefined)	-1%	-1%	2%	-3%	3%	6%	1	0.1%	-4%	3%
O=C(COc1ncnc2sccc12)Nc1cccc(S(=O)(=O)N2CCOCC2)c1	1%	8%	-12%	nt	10%	?	-1	0.0%	0%	6%
Cc1ccc(/C=C\c2nccc3c2[nH]c2ccccc23)cc1	0%	5%&20%	-19%	7%	0%	?	8	-0.9%	-5%	21%
CN(CCCNC(=O)CN1C(=O)CC(C)(C)S(=O)(=O)c2ccccc21)C1CCCCC1	-8%	5%	-6%	-1%	2%	28%	-6	-0.8%	nt	nt
O=c1c(S(=O)(=O)c2ccc(Cl)cc2)cn(Cc2ccccc2)c2ccc(F)cc12	1%	26%	?	-5%	-9%	-20%	?	0.1%	-5%[46.1 µM]	2%
O=C(c1cccs1)N1CCC(c2ccccc2)C1 (centres undefined)	-8%	3.5µM*	5%	-2%	?	?	-18	-0.2%	2%	-3%
COc1ccc(S(=O)(=O)N2CC(=O)Nc3ccccc32)cc1C	-5%	-4%	-7%	6%	nt	4%	1	-0.4%	0%	0%
